NIH3T3 tox: Cytotoxic Profiling in NIH 3T3 Cell Line of Diverse Libraries Using Quantitative High-Throughput Screening; NIH 3T3 viability, CellTiter-Glo ATP luminescence, 48-72 h; Potency, µM (doses to about 96.7 µM), for the others: top-dose activity change, negative = cytotoxicity, hits mostly inhibitors; 4.3% of 94,000 active; further: potency means the concentration at half of the fitted maximal effect; nearly all actives have a fitted effect of over 55% in size
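Cytotoxicity is measured as loss of cellular ATP: NIH 3T3 cells (400/well) are exposed to compound for 48 or 72 hr at 37 °C, then CellTiter-Glo luminescence is imaged after 10 min at room temperature.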
SNCA expr inhib: Primary qHTS assay for inhibitors of alpha-synuclein gene (SNCA) expression; HEK-293 SNCA-luciferase knock-in, luminescence, 24 h; AID 1671194, 2021; 0.17% of 140,000 active; Potency, µM (doses to about 57.2 µM), inactives show at the top dose activity change, negative = inhibition, hits mostly inhibitors;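 further: potency means the concentration at half of the fitted maximal effect; plate controls were DMSO cells for no effect and cell-free wells for full effect; nearly all actives have a fitted effect of over 45% in size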
SNCA viab count: GF-AFC viability counterscreen for inhibitors of alpha-synuclein gene (SNCA) expression; HEK-293-SNCA-luc viability, GF-AFC fluorescence, 24 h; Potency, µM (series often up to 57.1 µM), for the others: top-dose activity change, negative = cytotoxicity, hits mostly cytotoxic; 0.12% of 150,000 active; AID 1671193, 2021;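 further: potency means the concentration at half of the fitted maximal effect; 0% = DMSO-treated cells and -100% = medium-only wells without cells; nearly all actives have a fitted effect of over 30% in size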
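HEK-293-SNCA-luc cells (1500/well) plated 24 h, then exposed 24 h to a dilution series; GF-AFC added 30 min at 37C, fluorescence 405/540 nm; normalised to medium-only and DMSO wells, Hill fit.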
HEK cytotox: Cytotoxic Profiling in HEK 293 Cell Line of Diverse Libraries Using Quantitative High-Throughput Screening; HEK 293 viability, ATP luminescence (CellTiter-Glo), 48-72 h; Potency, µM (highest dose often 115 µM), without a hit: at the top dose activity change, negative = cytotoxicity, most hits filed as inhibitors; 6.6% of 94,000 active; AID 1345083, 2018; further: potency means the concentration at half of the fitted maximal effect; nearly all actives have a fitted effect of over 60% in size
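qHTS cytotoxicity; HEK 293, 250 cells/well; compound pinned; 48 or 72 hr, 37 degree Celsius, 5% CO2, 95% humidity; CellTiter-Glo, 10 min RT; luminescence (ATP).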
IP6K1 inh: Primary qHTS assay for small molecule inhibitors of Inositol hexaphosphate kinase 1 (IP6K1); activity change, % (series mostly up to about 58 µM); 0.81% of 140,000 active; Inositol hexakisphosphate kinase 1 (Homo sapiens), Q92551; IP6K1 kinase, ADP-Glo luminescence, 2 h; hits give low values; in the data active means activity change below about -25%
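ADP-Glo luminescence measures ADP made by human IP6K1 during a 2 h RT reaction with ATP/IP6 (mix at 1.3 mM/130 uM); top library doses 57.5 and 19.1 uM final.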
GPT2 inhibitor: Primary qHTS assay for inhibitors of Glutamate pyruvate transaminase 2 (GPT2). Alanine aminotransferase 2 (Homo sapiens), Q8TD30. Recombinant GPT2, coupled pyruvate oxidase/HRP Amplex Red fluorescence. Potency, µM (series often up to 57.7 µM), without a hit: at the highest dose activity change, negative = inhibition, usual class: inhibitors. 0.25% of 100,000 active. AID 1671188, 2021; further: potency means the concentration at half of the fitted maximal effect; nearly all actives have a fitted effect of over 60% in size; many of its hits are not listed in these tables
Target sequence (Q8TD30 whole entry, looked up): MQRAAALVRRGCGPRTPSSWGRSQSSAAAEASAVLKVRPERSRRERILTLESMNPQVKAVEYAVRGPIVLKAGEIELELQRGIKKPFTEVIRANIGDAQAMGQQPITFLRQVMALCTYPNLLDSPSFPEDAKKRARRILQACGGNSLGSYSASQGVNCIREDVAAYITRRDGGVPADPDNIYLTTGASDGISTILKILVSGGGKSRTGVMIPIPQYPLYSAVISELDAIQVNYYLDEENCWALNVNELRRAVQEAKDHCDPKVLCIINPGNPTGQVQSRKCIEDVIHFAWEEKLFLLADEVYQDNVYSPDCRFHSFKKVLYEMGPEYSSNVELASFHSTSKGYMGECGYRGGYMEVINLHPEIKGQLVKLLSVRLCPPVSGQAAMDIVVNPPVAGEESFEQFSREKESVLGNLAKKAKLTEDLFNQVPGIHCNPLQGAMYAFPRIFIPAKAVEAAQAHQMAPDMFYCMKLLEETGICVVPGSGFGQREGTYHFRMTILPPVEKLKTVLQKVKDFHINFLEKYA
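GPT2 10ng/uL, a-KG 250uM, L-Ala 2mM, HEPES pH7.5 + 0.0001% Tween; 30 min RT. Then Amplex mix (PO/HRP/ThPP), 30 min RT dark, fluorescence. AOA 50uM used as positive control.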
FLuc inh: Firefly luciferase inhibition profiling of diverse chemical library using quantitative high-throughput screening; Luciferin 4-monooxygenase (Photinus pyralis), P08659; AID 1347043, 2019; 2.5% of 76,000 active; purified P. pyralis luciferase, luminescence, biochemical; Potency, µM (doses to about 115 µM), inactives show at the top dose activity change, negative = inhibition, usual class: inhibitors; further: potency means the concentration at half of the fitted maximal effect; nearly all actives have a fitted effect of over 65% in size
Target sequence (P08659 whole entry, looked up): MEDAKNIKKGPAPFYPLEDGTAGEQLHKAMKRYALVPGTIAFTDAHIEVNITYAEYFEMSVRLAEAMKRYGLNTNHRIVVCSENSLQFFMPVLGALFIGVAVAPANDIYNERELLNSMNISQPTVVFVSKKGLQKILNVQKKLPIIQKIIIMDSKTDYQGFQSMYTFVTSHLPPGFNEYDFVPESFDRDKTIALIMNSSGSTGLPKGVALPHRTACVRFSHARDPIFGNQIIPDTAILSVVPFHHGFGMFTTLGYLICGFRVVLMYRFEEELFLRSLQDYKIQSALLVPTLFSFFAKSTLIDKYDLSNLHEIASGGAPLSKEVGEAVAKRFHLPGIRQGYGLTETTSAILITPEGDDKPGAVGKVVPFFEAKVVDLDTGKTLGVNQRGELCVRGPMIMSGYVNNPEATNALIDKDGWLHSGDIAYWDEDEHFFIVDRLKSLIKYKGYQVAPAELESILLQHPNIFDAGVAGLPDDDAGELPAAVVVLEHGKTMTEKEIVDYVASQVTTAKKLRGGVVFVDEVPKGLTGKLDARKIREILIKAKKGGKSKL
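Luminescence read by CCD imaging after purified firefly luciferase (10nM final) was added to substrate buffer holding 10uM D-luciferin and 10uM ATP, pH 7.5, pre-dosed with compound.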
The depositor's hits bear a star; i = inactive; ? = inconclusive; . = not tested or not shown; [ ] = remark or other dose. Unless noted, the call rests on the fitted dose curve; in most records, active means well fitted curve in the direction sought with a large enough effect; inconclusive means small, poorly fitted or top-dose-only effect, or another doubt; inactive means no such curve, though single readings can be large; an effect the other way counts as inactive or inconclusive. Unless noted, on the % scale 0 is the no-effect control and ±100 the full control effect. An excerpt; rates above refer to the full screens.

SMILES	NIH3T3 tox	SNCA expr inhib	SNCA viab count	HEK cytotox	IP6K1 inh	GPT2 inhibitor	FLuc inh
CC(C)c1cccc(OCCn2c(-c3ccc(Cl)cc3)nc3ccccc3c2=O)c1	.	-4%	-2%	.	-8	.	.
COc1ccc(C(=O)N2CCCCCNC(=O)[C@@H]3CCCC[C@@H]32)cc1F	-7%	-28%	6%	-8%	-9	i	5%
Cc1ccc(C)c(N2CCN(C(=O)C(C)n3nc(C)c4sc5ccccc5c4c3=O)CC2)c1 (stereo not given)	.	-13%	15%	.	0	.	.
COc1cccc(C(=O)N2C[C@H]3CNC(=O)[C@]34CCCC[C@@H]24)c1	-8%	-26%	-16%	-13%	1	i	.
COc1ccc2c(c1)CN(Cc1ccccc1Cl)CC[C@H]1COC(=O)N21	-4%[138 µM]	13%[87.6 µM]	-5%[87.6 µM]	-21%[172 µM]	-10	i	-7%[172 µM]
CCN(CC)Cc1nc(C2(O)CCN(C(=O)C3CCC3)CC2)cs1	0%[174 µM]	28%[87.6 µM]	-2%[87.6 µM]	3%[172 µM]	-1	1%[88.5 µM]	-1%[172 µM]
CN(c1ncccc1CNC(=O)CN1CCCC1=O)C1CCCCC1	-2%	-4%	2%	-5%	-7	-10%	7%
CC1=C[C@@H](CNCCN(C)C)[C@H](C(C)C)C[C@H]1Cc1nnc(C)o1	1%[174 µM]	8%[87.6 µM]	3%[87.6 µM]	-2%[172 µM]	-7	-6%[88.5 µM]	6%[172 µM]
Cn1ncc2c(C(=O)NC3CCC3)cc(-c3cccc(F)c3)nc21	?	.	.	?	31	.	.
Cc1cc(C)c(NC(=O)Cn2c(=O)n(-c3cccc(C(F)(F)F)c3)c(=O)c3c(C)c(C)sc32)c(C)c1	.	5%	-6%	.	12	.	.
COc1ccc(Nc2oc(-c3ccc(COc4ccccc4)o3)nc2C#N)cc1	.	-25%	0%	.	14	.	.
CCCn1cc(C(=O)NCC2COc3cc(OC)ccc3C2)c(C)n1 (stereo not given)	?	?	-5%	?	-1	i	6%
CCC(=O)NCc1nnc2c(-c3nc(C(C)C)no3)cccn12	2%	7%	4%	i	4	i	12%
CN(Cc1ccccn1)C1CCc2ccccc21 (stereo not given)	-15%[174 µM]	8%[87.6 µM]	-3%[87.6 µM]	-20%[230 µM]	2	i	-4%[230 µM]
CSc1cccc(NC(=O)C2CCN(S(=O)(=O)c3ccc4[nH]c5c(c4c3)CCCCC5)CC2)c1	.	?	4%	.	14	.	.
CNC(=O)[C@@H](c1ccccc1F)N1CCC[C@H]1C(=O)NCc1ccncc1	1%	15%	5%	-4%	-1	-4%	2%
COc1ccc(-n2nc3cc(C)c(NC(=O)c4ccc(C)cc4C)cc3n2)cc1Cl	.	67%[activator]	-6%	.	9	.	.
COc1ccc2oc(-c3cccc(NC(=O)c4cc([N+](=O)[O-])ccc4N4CCOCC4)c3)nc2c1	.	34%[activator]	-24%	.	5	.	.
O=C(Nc1ccc(Cl)cc1)NC1CCN(c2nc3ncccc3o2)CC1	-25%	-15%	1%	-14%	2	-3%	5%
CCc1ccc(S(=O)(=O)c2nnn3c2nc(NCc2ccccc2)c2cc(Cl)ccc23)cc1	.	-12%	2%	.	19	.	.
CC(C)CCn1c(/C=C/c2ccccc2)nc2ccccc21	.	58%[activator]	1%	.	-10	.	.
Cc1cc(=O)n(CC(=O)Nc2ccccc2C)c(N2CCN(c3ccccc3)CC2)n1	-18%	29%	8%	?	12	i	-3%
CN(C)C[C@@H]1CN(c2ccncn2)C[C@H]1NC(=O)Cc1c[nH]c2ccccc12	-11%	6%	-1%	-3%	-7	-12%	-15%
Cc1cc(NC(=O)N2CCC(Oc3ncccc3C(=O)N(C)C)C2)ccc1Br (stereo not given)	-6%	41%[activator]	-5%	?	27	3%	-11%
CCOc1cccc2cc(S(=O)(=O)c3ccccc3F)c(=O)oc12	.	-13%	4%	.	-12	.	.
Cc1cccc(-c2nc3cnccn3c2NCCC(=O)NCc2ccc3c(c2)OCO3)c1	-14%	4%	?	-28%	7	?	-7%
Cc1ccc2oc(C(=O)Nc3c(C(=O)Nc4ccccc4)oc4ccccc34)cc(=O)c2c1	.	14%	2%	.	-9	.	.
O=C1CCC2(CCN(C(=O)c3cnccn3)CC2)CN1CC1CCCO1 (stereo not given)	-7%	-14%	-1%	-13%	4	i	-4%
COc1ccc(C(=O)N2[C@@H]3CC[C@H]2CC(NC(=O)c2ccc(F)cc2)C3)c(OC)c1 (stereo not given in full)	-16%	3%	-15%	-27%	15	4%	-9%
Cc1ccc(C)c(N2CCN(c3ccc4cc(S(=O)(=O)N5CCC(C)CC5)ccc4n3)CC2)c1	.	-2%	?	.	54	.	.
O=C(Nc1cc2c(cc1C(=O)c1ccccc1Br)OCCO2)c1ccccc1	.	-12%	?	.	10	.	.
COc1ccc(-n2nc(C3CCCN(C(=O)Nc4ccccc4)C3)[nH]c2=O)cc1 (stereo not given)	-19%	-1%	-13%	?	4	?	-13%
Cc1ccccc1NC(=O)Cn1c(=O)oc2cc(Br)ccc21	.	-10%	-8%	.	13	.	.
Cc1ccc(CNC(=O)C2CCN(C(=O)N3CC(C)Oc4ccc(Cl)cc43)CC2)cc1 (stereo not given)	.	?	-7%	.	13	.	.
O=C(N[C@@H]1C[C@H](Cn2cc(CN3CCS(=O)(=O)CC3)nn2)[C@@H](O)[C@H]1O)c1cncnc1	-21%	-13%	-2%	-7%	8	-12%	-12%
COc1cccc(C(=O)NCC2(COc3cnccn3)C[C@@H](O)[C@@H](O)C2)c1 (stereo not given in full)	-1%[174 µM]	-5%[87.6 µM]	0%[87.6 µM]	-3%[172 µM]	0	1%[88.5 µM]	1%[172 µM]
CC(C)(O)C#Cc1ccc(C(=O)N2CCOCC2CC(=O)NC2CC2)o1 (stereo not given)	i	3%	0%	i	6	1%	-11%
O=C(C1CCCN(c2nc(-c3ccccc3)nc3c2CCC3)C1)N1CCNCC1 (stereo not given)	?	10%	-23%	?	-17	1%	12%
CCCC(=O)N1CCC2(CC1)SCC(=O)N2c1ccc(Cl)cc1	?	-14%	-1%	-20%	1	2%	-5%
CC(C)CN1CCN(C(=O)CCC[C@@H]2[C@H]3CCCN4CCC[C@@H](CN2Cc2cccnc2)[C@@H]34)CC1	-12%	-8%	-16%	-6%	-3	-15%	-1%
CCOc1ccc(NC(=O)c2cc(S(=O)(=O)N3CCCCCC3)cn2C)cc1	.	35%[activator]	-8%	.	33	.	.
CN(C)CCNC(=O)C(=O)NCC(c1cccnc1)N1CCN(c2ccccc2)CC1 (stereo not given)	.	28%	0%	.	33	.	.
Cn1nccc1C(=O)N1C[C@@H](COCC2CC2)[C@H](c2ccccn2)C1	5%	-3%	1%	i	-2	i	4%
CSCCNC(=O)C1CCCN(c2nccc(Nc3ccccc3F)n2)C1 (stereo not given)	25µM*	-5%	-5%[12.5 µM]	?	14	-10%	.
Cc1cc(=O)n(CC(=O)Nc2cccc(F)c2)c(-c2ccccc2)n1	-29%	1%	-18%	?	-10	2%	6%
CCCCN(C)C(=O)CN1C(=O)NC2(CCC(C)CC2)C1=O (stereo not given)	-16%	-6%	-2%	-6%	10	i	-6%
CC(C)NC(=O)N1CCN(C(=O)C2CCNCC2)[C@@H](C(=O)N[C@H](Cc2c[nH]c3ccccc23)C(N)=O)C1	-9%	4%	1%	-7%	11	?	-9%
COC(C)c1cccc(-c2cc(NC3CC3)nc(N)n2)c1 (stereo not given)	?	85%[activator]	1%	?	8	i	?
CCOc1ccc(N(C)S(=O)(=O)c2ccc3[nH]cc(C(=O)NCc4ccccc4)c(=O)c3c2)cc1	.	25%	-5%	.	19	.	.
O=c1n(-c2ccc(F)cc2F)nc2n1CCN([S+](=O)([O-])c1ccccc1)C2	1%	0%	-3%	-10%	-4	4%	0%
CC(=O)N1CCC2(CC1)C(=O)NN=C2C1CC1	-12%[174 µM]	0%[87.6 µM]	-1%[87.6 µM]	-10%[230 µM]	4	-2%[88.5 µM]	6%[230 µM]
Cc1ccc(NC(=O)Cc2coc3c(C)c(C)ccc23)cc1Cl	.	1%	5%	.	-2	.	.

By substructure: the compounds so far containing an aryl methoxy group
SMILES	NIH3T3 tox	SNCA expr inhib	SNCA viab count	HEK cytotox	IP6K1 inh	GPT2 inhibitor	FLuc inh
COc1ccc(C(=O)N2CCCCCNC(=O)[C@@H]3CCCC[C@@H]32)cc1F	-7%	-28%	6%	-8%	-9	i	5%
COc1cccc(C(=O)N2C[C@H]3CNC(=O)[C@]34CCCC[C@@H]24)c1	-8%	-26%	-16%	-13%	1	i	.
COc1ccc2c(c1)CN(Cc1ccccc1Cl)CC[C@H]1COC(=O)N21	-4%[138 µM]	13%[87.6 µM]	-5%[87.6 µM]	-21%[172 µM]	-10	i	-7%[172 µM]
COc1ccc(Nc2oc(-c3ccc(COc4ccccc4)o3)nc2C#N)cc1	.	-25%	0%	.	14	.	.
CCCn1cc(C(=O)NCC2COc3cc(OC)ccc3C2)c(C)n1 (stereo not given)	?	?	-5%	?	-1	i	6%
COc1ccc(-n2nc3cc(C)c(NC(=O)c4ccc(C)cc4C)cc3n2)cc1Cl	.	67%[activator]	-6%	.	9	.	.
COc1ccc2oc(-c3cccc(NC(=O)c4cc([N+](=O)[O-])ccc4N4CCOCC4)c3)nc2c1	.	34%[activator]	-24%	.	5	.	.
COc1ccc(C(=O)N2[C@@H]3CC[C@H]2CC(NC(=O)c2ccc(F)cc2)C3)c(OC)c1 (stereo not given in full)	-16%	3%	-15%	-27%	15	4%	-9%
COc1ccc(-n2nc(C3CCCN(C(=O)Nc4ccccc4)C3)[nH]c2=O)cc1 (stereo not given)	-19%	-1%	-13%	?	4	?	-13%
COc1cccc(C(=O)NCC2(COc3cnccn3)C[C@@H](O)[C@@H](O)C2)c1 (stereo not given in full)	-1%[174 µM]	-5%[87.6 µM]	0%[87.6 µM]	-3%[172 µM]	0	1%[88.5 µM]	1%[172 µM]

Assay outcomes: PubChem, National Center for Advancing Translational Sciences (NCATS)
